hgDAF12 agonist: activates the H. glycines DAF-12 receptor ligand-binding domain; HEK293 GAL4-hgDAF12 UAS-luciferase reporter, agonist luminescence; normalized to butyrate control; activation, % at 6.8 µM; 1.8% of 370,000 active; AID 687014;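 active = activation above a cutoff set at the mean of all screened compounds plus 3 SD, cut at about 10% in these data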;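 also: 0% = DMSO wells and 100% = sodium butyrate wells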
GC-A act: GC-A (human) enzyme activation | HEK293 GC-A cells, cGMP TR-FRET, EC30 ANP; 0% at EC30 ANP, 100% saturating ANP | activation, % at 10 µM | 0.14% of 370,000 active; in the data active = activation above about 40%
DAX1 inh-1: inhibits human nuclear receptor DAX1. P51843. HEK293 Gal4-DAX1 luciferase reporter, luminescence. inhibition, % at 6.75 µM. 0.99% of 340,000 active. AID 504766;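 active = inhibition above the mean over all tested compounds plus 3 SD, cut at about 4.2% in these data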;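 also: 0% = DAX1-transfected cells with DMSO and 100% = empty-vector control cells with DMSO; inhibition shows as a rise in luminescence from relieved DAX1 repression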
DAX1 inh-2: blocks DAX1 repression of SF-1 activated StAR promoter; HEK293T StAR-luciferase reporter, SF-1/DAX-1 repression relief; inhibition, % at 6.8 µM; 1.1% of 370,000 active; AID 652010;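 active = inhibition above the mean over all tested compounds plus 3 SD, cut at about 3.6% in these data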;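 also: 0% = DAX-1 cells with DMSO and 100% = cells lacking DAX-1 with DMSO; higher inhibition means more luminescence from relief of DAX-1 repression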
NPR2 activator: GC-B (human) receptor activation; HEK293-GC-B cells, CNP EC30, cGMP TR-FRET; 0% at EC30 CNP, 100% saturating CNP; activation, % at 10 µM; 0.11% of 370,000 active; AID 1920062;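 active = activation at 10 µM reaching about 35% in either raw or pattern-adjusted values, limit read from the data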
ADAM10 inh: ADAM10 inhibition, QFRET primary screen | recombinant ADAM10, EDANS/DABCYL FRET peptide cleavage, 3 h | inhibition, % at 7 µM | 0.62% of 370,000 active;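 active = inhibition above a per-campaign cutoff equal to the mean of compounds falling between control-based bounds plus 3 SD, cut at about 20% in these data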;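 also: 0% = DMSO wells while the 100% control is not disclosed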
Target sequence (O14672 214-748 limits assumed): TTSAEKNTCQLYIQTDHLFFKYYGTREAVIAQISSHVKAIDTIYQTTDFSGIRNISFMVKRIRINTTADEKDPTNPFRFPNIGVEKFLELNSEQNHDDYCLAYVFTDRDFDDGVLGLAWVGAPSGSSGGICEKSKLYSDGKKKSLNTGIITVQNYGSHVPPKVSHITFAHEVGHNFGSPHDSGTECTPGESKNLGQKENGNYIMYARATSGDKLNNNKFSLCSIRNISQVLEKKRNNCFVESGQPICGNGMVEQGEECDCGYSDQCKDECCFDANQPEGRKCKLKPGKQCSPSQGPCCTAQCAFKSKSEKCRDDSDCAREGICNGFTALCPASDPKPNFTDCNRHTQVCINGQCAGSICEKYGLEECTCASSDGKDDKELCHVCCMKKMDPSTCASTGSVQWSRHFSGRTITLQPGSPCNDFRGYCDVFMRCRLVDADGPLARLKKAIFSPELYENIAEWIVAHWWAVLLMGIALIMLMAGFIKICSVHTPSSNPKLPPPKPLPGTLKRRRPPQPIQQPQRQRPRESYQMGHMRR
SMARCA2 act: SMARCA2 function activation, primary screen; MG213 cells, MMTV-luciferase reporter, dexamethasone, overnight; activation, % at 9.1 µM; AID 652017; 1% of 370,000 active; in the data active = activation above about 7.8%;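 also: 0% = vehicle wells and 100% = reference activator wells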
sPLA2-III inh: Inhibits HGIII-sPLA2 liposome hydrolysis, primary screen; Q9NZ20; 0.56% of 370,000 active; inhibition, % at 12.2 µM; QFRET BODIPY PC-A2 liposome hydrolysis, fluorescence;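 active = inhibition above mean plus 3 SD of compounds lying within the high and low control bounds, cut at about 19% in these data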;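 also: 0% = median of test compound wells and 100% = no enzyme DMSO wells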
Target sequence (Q9NZ20 whole entry, looked up): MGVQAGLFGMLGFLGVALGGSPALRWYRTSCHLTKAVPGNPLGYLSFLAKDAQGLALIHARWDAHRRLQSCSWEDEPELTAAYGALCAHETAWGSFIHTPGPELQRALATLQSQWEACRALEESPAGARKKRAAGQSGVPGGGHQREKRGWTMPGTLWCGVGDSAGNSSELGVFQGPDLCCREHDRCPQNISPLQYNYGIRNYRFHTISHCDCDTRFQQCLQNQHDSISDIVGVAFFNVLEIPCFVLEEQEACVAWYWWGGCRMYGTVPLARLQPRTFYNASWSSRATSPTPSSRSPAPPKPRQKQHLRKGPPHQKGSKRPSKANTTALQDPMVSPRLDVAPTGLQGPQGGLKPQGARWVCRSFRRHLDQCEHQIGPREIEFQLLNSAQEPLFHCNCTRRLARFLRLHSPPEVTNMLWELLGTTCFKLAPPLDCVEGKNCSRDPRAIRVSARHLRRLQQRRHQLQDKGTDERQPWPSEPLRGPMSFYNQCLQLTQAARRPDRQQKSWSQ
hcDAF-12 act: activators of H. contortus DAF-12 nuclear receptor. AID 652067. 1.4% of 370,000 active. HEK293 hcDAF-12 lit1-tk-luc reporter, luminescence; 0% DMSO, 100% Δ7-dafachronic acid. activation, % at 6.8 µM;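 active = activation above the mean of all tested compounds plus 3 SD, cut at about 5.5% in these data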;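 also: 100% = response to 3 µM Δ7-dafachronic acid high control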
ssDAF-12 act: S. stercoralis DAF-12 activation, primary screen; 1% of 370,000 active; activation, % at 6.8 µM; HEK293 ssDAF-12/GRIP1 lit1-tk-luc reporter, luminescence; % of 3 µM dafachronic acid response;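 active = activation above the mean over all tested compounds plus 3 SD, cut at about 0.9% in these data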;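 also: 0% = DMSO-only wells and 100% = 3 µM delta7-dafachronic acid wells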
FXN GAA850 act: increases GAA850 frataxin promoter reporter activity. HEK293 lucGAA850 FXN promoter luciferase reporter, 24 h; percent of 10 µM SAHA response. activation, % at 6 µM. 0.56% of 360,000 active;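 active = activation above the average of all compounds screened plus 3 SD, cutoff fixed separately per campaign, cut at about 7.5% in these data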;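 also: 0% = DMSO wells and 100% = 10 µM SAHA wells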
Active calls of the source: *; i = inactive; . = not tested or not shown.

Under each structure: DAX1 inh-2, NPR2 activator, hgDAF12 agonist, sPLA2-III inh, GC-A act, FXN GAA850 act, hcDAF-12 act, SMARCA2 act, ssDAF-12 act, DAX1 inh-1, ADAM10 inh
O=C(CSCc1nc2c(nnn2Cc2ccc(F)cc2)c(=O)[nH]1)Nc1cccc(C(F)(F)F)c1
→ -0.1, 2, 0.8, -16, -2, -2.3, -1.3, -2, -2.3, -0.2, 3
CC(=O)Nc1ccc(SCC(=O)OCC(=O)NC(=O)NCc2ccco2)cc1
→ -0.1, -9, 0.2, 5, -7, 2.3, 0.4, 5, -0.7, -1.2, 4
CC1(C)Oc2ccc3ccc(=O)oc3c2C[C@H]1O
→ 0.4, 6, -2.4, 6, 4, 1.2, -0.3, 1, -1.5, 1.8, i
CC(=O)c1cc(-c2ccc(F)cc2)n(CC(=O)NCc2cccs2)c1C
→ 0.1, -7, 0.0, 2, -4, -1.4, 0.4, 0, -1.3, 1.0, 2
CC(=O)Nc1ccc(S(=O)(=O)Nc2nc3ccccc3s2)cc1
→ -0.1, 9, 3.0, -21, 3, 0.5, 1.2, -1, -0.7, -0.8, -6
Cc1cccc(CN2CCN(C(=O)CN(C)C(C)C(=O)Nc3ccc(C(N)=O)cc3)CC2)c1 (centres undefined)
→ 0.8, 5, -0.5, 1, -2, 0.8, 0.0, 1, -1.1, -0.7, -6
NC(=O)Cc1ccc(C(=O)c2ccccc2)s1
→ -0.3, -1, 0.9, -4, 0, 1.2, -0.2, 0, -1.2, 1.0, -4
O=C(CCc1nc(-c2ccc(Cl)cc2)no1)NCc1ccccc1CN1CCOCC1
→ -0.5, -5, 2.7, 12, -2, 2.5, 0.0, -1, -1.1, -1.0, -6
O=P(NCc1ccccc1)(OCc1ccccc1)OCc1ccccc1
→ -0.9, -4, -0.9, -7, -9, -3.1, 0.7, -2, -1.2, 0.1, -3
COc1cccc(-c2nc(N3CC(C)CC(C)C3)c3ccccc3n2)c1O (centres undefined)
→ -0.4, -5, -0.1, 6, -4, 0.3, 5.9*, 0, 0.0, 0.1, 8
C=CCN1C(=O)C(CC(=O)Nc2ccccc2)N(Cc2ccccn2)C1=S (centres undefined)
→ 0.8, 1, 0.4, -30, 1, 1.1, -0.1, 0, -1.2, -0.3, -11
COc1ccccc1OCC(=O)Nc1ccc(N2CCOCC2)cc1N1CCOCC1
→ -0.4, 4, -1.1, 6, 1, 1.2, -0.8, -2, -1.1, -0.1, -12
CC(C)N1CCN(Cc2ccc(OCc3ccccc3)cc2)CC1CCO (centres undefined)
→ 0.4, -3, 1.3, -4, 6, 2.4, 0.1, -2, -1.5, -0.7, -1
COC(=O)c1cc(NC(=O)Cc2ccccc2[N+](=O)[O-])cc(C(=O)OC)c1
→ -0.9, 0, -2.4, -8, -2, -0.9, -1.4, -4, -1.5, -0.4, -1
CCOC(=O)CC1(NC(=O)C2CCC(=O)N(CCc3ccccc3)C2)CCCCC1 (centres undefined)
→ -1.5, -1, 3.4, -6, 3, 0.6, -1.8, 0, -0.8, -0.4, -11
CCCCNC(=O)C[C@H]1C[C@@]2(C(=O)OC)C(=C[C@H](C3CCCC3)O[C@@H]2C)N(CCc2ccc(OC)c(OC)c2)C1=O
→ -1.1, 5, -1.3, -2, -3, ., -2.5, -5, -1.0, ., -5
CCOC(=O)C1=CCN(S(=O)(=O)c2ccccc2C)C1c1cccc(F)c1 (centres undefined)
→ -0.9, -5, -3.6, -6, -8, ., -0.9, 1, -1.5, ., 10
C=CCNC(=O)/C(=C/c1cccc([N+](=O)[O-])c1)NC(=O)c1ccco1
→ 0.8, 6, -1.0, 3, 0, -0.1, -1.9, -3, -1.2, -0.4, -5
Cc1ccc(C(=O)CSc2ncnc3sc4c(c23)CCCC4)cc1
→ 1.0, 1, 1.4, -1, 1, -3.9, -1.8, 1, -0.8, 0.1, 5
O=C(c1ccc(COc2ccccc2Cl)o1)N1CCOCC1
→ -0.3, 3, -0.1, 2, 6, 0.7, -1.7, -1, -0.4, 0.8, -6
CCCCC[C@@H]1C=C(C(=O)O)[C@H](c2ccc(OC)c(OC)c2)N1S(=O)(=O)c1ccc(C)cc1
→ -0.5, 0, 1.5, -14, 1, -1.1, -1.2, 4, -0.9, 0.8, -11
Cc1cs/c(=N\N=C\c2ccc(O)cc2)n1Cc1ccco1
→ -0.5, -10, 4.7, -7, -7, 5.5, 0.4, 1, -0.9, -0.3, -5
CC(=O)NC(c1cccc(F)c1)c1nc(-c2ccc(N(C)C)cc2)cs1 (centres undefined)
→ -1.4, 0, -1.2, -5, -1, -0.3, -1.3, -3, -1.6, ., -1
O=C(c1cnc2ccc(Cl)cc2c1Cl)N1CCOCC1
→ -0.1, 2, -0.2, -2, 6, 1.0, 1.8, -4, -1.2, 1.8, 2
O=c1[nH][nH]c2c1[C@@H](c1ccc(F)cc1)O[C@H](CCOCc1ccccc1)C2
→ -0.6, 6, -1.9, -33, 1, ., 0.2, 3, -0.4, ., 0
O=C(Nc1ncc(Cc2cc(Cl)ccc2Cl)s1)c1ccc([N+](=O)[O-])cc1
→ -0.6, 0, -1.6, -2, 3, 2.0, -1.6, -3, -1.1, -1.1, 0
O=C(CC(CC(=O)c1ccccc1)C(=O)O)c1ccccc1
→ 0.3, -8, -0.5, 2, 0, -0.5, -0.7, -1, -1.5, 2.9, 4
CCN(c1ccccc1)S(=O)(=O)c1cccc(C(=O)NCC2(N(C)C)CCCCC2)c1
→ -0.1, -6, 1.7, -2, -1, -1.9, -1.1, -2, -1.1, -0.3, -6
COc1ccc(S(=O)(=O)N2CCN(Cc3c[nH]c4ccccc34)CC2)cc1
→ 0.2, -1, -0.7, -36, -2, -2.2, 2.9, 2, 0.2, 0.4, 4
CC(NCc1ccc(OCc2ccc(Cl)cc2)cc1)C(O)c1ccccc1 (centres undefined)
→ -1.2, -6, -2.7, 1, -2, 0.2, -1.4, -6, -1.1, -1.0, 9
Cc1cc(C)c(S(=O)(=O)N2CCC(C(=O)OCc3c(C)noc3C)CC2)c(C)c1
→ 0.1, 2, 1.5, -7, -1, 0.4, -1.7, -3, -1.0, 1.2, 1
Nc1c2c(nc3ccn(-c4ccccc4)c(=O)c13)CCCCC2
→ 0.3, -6, 3.0, 2, 2, 1.9, -1.5, 4, -1.0, 2.2, -55
Cc1ccc(N2CCCn3c2cc(C)c(C#N)c3=O)cc1C
→ 0.2, 2, -2.5, 4, 3, 1.9, -0.2, -3, -1.2, 1.9, -1
CN(C)c1ccc(C(=O)C=Cc2ccc([N+](=O)[O-])cc2)cc1
→ -0.3, 1, -2.0, 10, -4, 1.7, -0.5, -6, -1.1, -0.7, -22
COc1ccc(NC(=O)CN(C)C(=O)C(NC(=O)c2ccco2)C(C)C)cc1 (centres undefined)
→ 0.9, 2, -0.5, 14, 0, -0.8, -0.5, -1, -0.9, -0.1, -16
Cc1cccc(NC(=O)CCS(=O)(=O)c2ccc3c(c2)oc(=O)n3C)c1
→ 0.2, 2, 1.2, -1, 2, 0.2, 1.1, 1, -1.0, 0.4, 5
COc1ccc(CCN2C(=O)c3[nH]nc(-c4ccccc4O)c3C2c2ccc(C)cc2)cc1OC (centres undefined)
→ -1.2, -4, -3.7, -22, -3, 7.2, -1.2, -2, -1.6, -0.2, 10
O=C(NNC(=S)NC1CCCCC1)c1ccccc1Cl
→ 2.3, -2, -1.1, 20*, 0, 2.9, -0.3, 2, -2.0, 0.2, -9
Cc1ccc(OCCn2cccn2)c(C)c1
→ -0.5, 3, -1.4, 7, -1, 0.3, -2.1, 0, -1.7, 0.2, 1
CCc1c(C(=O)N/N=C/c2cccs2)nnn1-c1nonc1N
→ 0.0, -8, 0.8, 10, 5, 2.9, 1.9, -2, -0.7, -0.2, 5
Cn1c(=O)oc2cc(S(=O)(=O)NCCN3CCN(c4ccccc4)CC3)ccc21
→ -0.2, 5, -1.2, 1, 4, -0.9, -0.2, 0, -0.7, 0.3, -13
OC[C@H]1O[C@H](OCc2ccccc2)[C@H](O[C@@H]2OC[C@@H](O)[C@H](O)[C@H]2O)[C@@H](O)[C@@H]1O
→ 0.6, 2, 3.0, 3, 2, -1.5, -1.5, 1, -1.1, 6.3*, 1
CCn1c(SCC(=O)Nc2ccc(OC)c(OC)c2)nnc1-c1cccs1
→ -1.1, -3, 0.2, 4, -1, -2.3, 0.0, -5, -1.1, -1.3, 5
Cn1c(=O)[nH]c(=O)c2c1nc(N1CCCC1)n2CCCSc1nc2ccccc2o1
→ 0.2, -11, -0.7, 1, -8, 1.4, -1.1, -3, -0.9, -0.7, -1
CCSc1nc(CC)c2c(c1C#N)CCCC2
→ 0.2, 5, -2.8, 7, -5, 4.7, 0.7, 4, -0.7, 1.4, 1
COc1ccccc1-c1c(C)nn2c(C)cc(C)nc12
→ 2.5, -4, 0.0, 7, 2, -1.2, 0.8, -2, -1.7, 1.0, -14
COc1cc(C(=O)NC(=S)Nc2ccc([N+](=O)[O-])cc2C)cc(OC)c1OC
→ -0.9, -1, -0.4, 4, -3, 0.0, -2.8, -2, -1.4, -0.4, -1
COc1ccc(/C(C)=N/OC/C(O)=C(\C#N)c2nc3ccccc3[nH]2)c(OC)c1
→ -0.6, 1, -3.3, -2, -6, 0.4, -1.4, 0, -1.3, -0.8, -5
N#C/C(=C(/O)c1ccc([N+](=O)[O-])cc1)c1nnc2n1CCCCC2
→ 0.3, -5, -0.1, -2, 2, 0.0, -1.2, 0, -2.0, -0.3, -1
O=C(N[C@@H](Cc1ccccc1)C(=O)O)c1cccs1
→ 0.4, -3, -1.1, -1, 2, 1.2, -0.6, 0, -0.5, 1.4, 2
CC(C)OCCCNC(=O)Cn1ccc2cc(S(=O)(=O)N3CCCCCC3)ccc21
→ 0.2, 5, -3.0, -2, -4, -0.7, -0.7, 1, -1.4, -1.1, 2
COc1ccc(-n2c(C)cc(C(=O)CN3CCC(C)CC3)c2C)cc1
→ 0.4, 3, 5.0, 1, 2, 2.8, -0.3, 2, -1.6, 1.8, -3
Cc1cc(C)nc(Sc2c(C)n[nH]c2C)n1
→ -0.3, 4, -0.6, 2, 4, 2.9, -0.4, 1, -0.8, -0.4, 8
CCOC(=O)[C@]12CCC=C1N(Cc1ccccc1)C(=O)[C@H](CC(=O)NCc1cccs1)C2
→ 0.3, 3, 1.0, -6, -6, ., -0.8, 0, -0.8, ., -3
Cc1ccc(N2C(=O)CC(N3CCN(C4CCc5ccccc5C4)CC3)C2=O)cc1 (centres undefined)
→ 0.1, 0, -0.6, -1, 3, -2.0, -0.2, -1, -1.3, -0.4, 5
Cc1nn(-c2ccccc2)c(N2CCCC2)c1/C=N/NC(=O)c1cc(-c2ccccc2)nc2ccccc12
→ -0.5, 3, -1.8, 4, -5, -4.5, -3.7, -4, -1.7, -1.8, -7
O=c1[nH][nH]c2c1[C@H](c1ccc(Cl)cc1)O[C@H](C1CCCC1)C2
→ 0.1, 4, -1.3, -54, 0, ., -1.2, -1, -1.1, ., 3
Cc1cnc(C(=O)N2CCCC(C(=O)c3ccc(Cl)cc3C)C2)cn1 (centres undefined)
→ -0.6, -7, -0.3, 10, 1, 0.1, 0.0, -5, -1.8, -1.6, -1
